Screening results: PubChem, several laboratories
Mcl1-Bid inh – disrupts binding of human Mcl-1 to Bid peptide | Q07820 | TR-FRET Mcl-1/Bid-Dy647 peptide binding, 1536-well | inhibition, % at 21.7 µM | 0.97% of 220,000 active;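 active = compounds that cut the binding signal by more than half at the single screening dose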;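 note: His-tagged Mcl-1 with europium anti-His antibody binding Bid BH3 peptide; 0% = Mcl-1 plus peptide wells and 100% = peptide-only wells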
GSH bead fluor – GSH bead compound fluorescence profile. GSH beads flow cytometry, compound fluorescence 488/530 nm; stronger effect = higher value. fluorescence (KMESF) at 10 µM. 0.25% of 190,000 active. AID 1776; in the data active = fluorescence above about 89;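 note: glutathione beads carrying GST-tagged Bcl family fusion proteins plus one bare bead set; values are compound well signal with DMSO vehicle wells as background; inactives centre near 16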
Bim-Bfl-1 – disrupts Bim binding to human Bfl-1 | 0.12% of 190,000 active | Bead-based flow cytometry, Bim-Bfl-1 binding inhibition | inhibition, % at 10 µM | AID 1008;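 note: 0% = wells without compound plus tracer and 100% = blocker peptide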
Bim-Bcl-B – human Bim-Bcl-B interaction inhibition; bead-based flow cytometry, Bim peptide-Bcl-B binding; inhibition, % at 10 µM; 0.073% of 190,000 active;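 note: 0% = tracer peptide without compound and 100% = reference inhibitor peptide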
RGS7-Gao – human RGS7-Galphao interaction regulation | AID 1439 | Multiplexed bead flow cytometry, RGS7-Galphao binding; actives lie on both sides | binding response (% of control), % at 10 µM | 0.35% of 220,000 active; in the data active = binding response below about 49% or above about 150%; inconclusive = no clear call, values can overlap the other calls; inactive = in between;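 note: fluorescent Galphao held in activated GDP-AlF4 state binding bead-coupled RGS7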
RGS4-Gao reg – modulates binding of RGS4 to human Galphao | P09471 | Multiplexed bead flow cytometry; actives lie on both sides | binding response (% of control), % at 10 µM | 0.33% of 220,000 active; in the data active = binding response below about 49% or above about 150%; inactive = in between;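 note: fluorescent Galphao activated with aluminum fluoride binding bead-coupled RGS4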
Mcl-1 Bim block – inhibitors of Bim-Mcl-1 interaction, human; Q07820; 0.1% of 190,000 active; inhibition, % at 10 µM; Bead-based flow cytometry, Bim peptide-Mcl-1 binding;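 note: 0% = no compound tracer wells and 100% = peptide blocker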
Bcl-W Bim block – inhibitors of Bim-Bcl-W interaction, human | bead-based flow cytometry, Bim peptide-Bcl-W binding | inhibition, % at 10 µM | 0.02% of 190,000 active | AID 952;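 note: 0% = bound tracer without compound and 100% = peptide blocker; higher means less fluorescent Bim peptide bound to Bcl-W beads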
RGS8-Gao reg – human RGS8-Galphao interaction regulation; multiplexed bead flow cytometry, RGS8-Galphao binding; actives lie on both sides; response (percent of control binding), % at 10 µM; 0.34% of 220,000 active; AID 1423; in the data active = response below about 60% or above about 140%; inactive = in between;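 note: Galphao activated as the GDP aluminium fluoride complex binding bead-coupled RGS8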
Bim-Bcl-2 – disrupts Bim peptide binding to human Bcl-2; P10415; Bead-based flow cytometry, Bim peptide-Bcl-2 binding; inhibition, % at 10 µM; 0.06% of 190,000 active; in the data active = inhibition above about 40%; inconclusive = no clear call, values can overlap the other calls;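 note: 0% = no compound wells with probe peptide and 100% = reference peptide inhibitor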
Bcl-XL Bim block – human Bim-Bcl-XL interaction inhibition. 0.04% of 190,000 active. inhibition, % at 10 µM. Bim peptide-Bcl-XL binding, bead flow cytometry, fluorescence. Q07817
An asterisk follows results filed as active; ? = inconclusive; & = joins results of further samples. Cut-off read from the data, not from the text of the source, unless noted: active = inhibition above about 40%.

SMILES | Mcl1-Bid inh | GSH bead fluor | Bim-Bfl-1 | Bim-Bcl-B | RGS7-Gao | RGS4-Gao reg | Mcl-1 Bim block | Bcl-W Bim block | RGS8-Gao reg | Bim-Bcl-2 | Bcl-XL Bim block
Cc1ccc([N+](=O)[O-])cc1NC(=O)C(Sc1ccccc1)c1ccccc1 (stereo not drawn) | 1 | 10 | 0 | -9 | 103 | 104 | -1 | -6 | 106 | -2 | -6
CCCNC(=S)N1CCC(NC(=O)C2CCCCC2)CC1 | -29 | 18 | -2 | -5 | 83 | 86 | 0 | -2 | 98 | -3 | 0
COc1cccc(-c2noc(CCCC(=O)Nc3ccc(C(N)=O)cc3)n2)c1 | 1 | 16 | -4 | -6 | 99 | 100 | -1 | -4 | 99 | -1 | -3
CC(C)(C)CC(=O)Nc1ccccc1N1CCN(c2ccccc2)CC1 | -35 | 21 | -3 | -6 | 98 | 102 | 1 | -1 | 100 | -3 | -3
O=C(Cc1cc(=O)[nH][nH]1)N/N=C/c1cccc(Cl)c1Cl | -88&-79 | 19&11 | -1&-4 | 1&-9 | 98&94 | 103&91 | 0&-6 | 0&-5 | 101&95 | -3&-6 | -2&-11
COc1ccc(OC)c(S(=O)(=O)Nc2cccc(-c3ccc4nncn4n3)c2)c1 | -5 | 13 | -3 | -2 | 100 | 101 | 0 | 4 | 100 | 0 | -2
O=C1c2ccccc2C(=O)c2c1cccc2N1CCOCC1 | -14 | 10 | -1 | 1 | 92 | 90 | 0 | 2 | 101 | -2 | 0
CC1CC(C)(C)NC(=S)N1CCCC(=O)Nc1ccc(F)c(F)c1 (stereo not drawn) | -29 | 16 | -2 | -17 | ? | 104 | -1 | 1 | 104 | -3 | -6
CCn1c(C)[n+](CC(O)COCC2CC=CCC2)c2ccccc21 (stereo not drawn) | 14 | 12 | -19 | -8 | 104 | 108 | -3 | -4 | 103 | -13 | -4
Cc1ccsc1C(=O)OCC(=O)N1CC(=O)Nc2ccccc21 | -33 | 56 | -10 | -2 | 89 | 90 | 2 | 7 | 94 | 0 | -3
CC(CC(=O)Nc1ccc(F)c([N+](=O)[O-])c1)c1ccccc1 (stereo not drawn) | -36 | 10 | -2 | -3 | 98 | 92 | 0 | -1 | 99 | -2 | -3
COc1ccccc1NC(=S)NCc1ccc2c(c1)cc(C)n2C | -44 | 17 | -5 | -9 | 103 | 104 | 0 | 0 | 110 | -2 | 1
COc1cc(/C=C2/C(=O)c3cccc([N+](=O)[O-])c3C2=O)c(Br)cc1O | -28 | 8 | 10 | -2 | 77 | 85 | 6 | 5 | 91 | 2 | -2
COc1ccc(OCC(=O)NNc2c3ccccc3nc3ccccc23)cc1 | 2 | 44 | -9 | -4 | 99 | 101 | -2 | 0 | 100 | -8 | 1
CCCOc1ccc(N2C(=O)CC(N(CCc3ccc(S(N)(=O)=O)cc3)C(C)=O)C2=O)cc1 (stereo not drawn) | -9 | 27 | -1 | -2 | 96 | 96 | 1 | 1 | 96 | 1 | -2
CCCN(CC(=O)Nc1ccccc1C)C(=O)CCl | -9 | 15 | -4 | -2 | 105 | 104 | 0 | 1 | 104 | -2 | 0
CN1CCc2c(sc3c2c(=O)n(-c2ccccc2)c2nnc(SCc4ccc(Cl)cc4)n32)C1 | -9 | 13 | 12 | -10 | 99 | 95 | 6 | 4 | 96 | 5 | 1
Cc1[nH]c2ccccc2c1C1(O)C(=O)N(Cc2ccc3c(c2)OCO3)c2ccccc21 (stereo not drawn) | -12 | 27 | 0 | 1 | 97 | 95 | 2 | 2 | 99 | 3 | 0
Cc1nn(-c2ccccc2)c(N2CCCC2)c1/C=N/NC(=O)c1cc(-c2cccs2)nc2ccccc12 | -8 | 11 | -3 | -7 | 100 | 102 | -6 | -5 | 104 | -2 | -4
CCOc1nc(NCCO)nc(Nc2ccc([N+](=O)[O-])cc2)n1 | 20 | 16 | -9 | -5 | 107 | 108 | -11 | -4 | 104 | -8 | -1
CCOC(=O)CNC(=O)c1sc(NC(=O)c2ccccc2F)nc1C | -34 | 52 | -18 | -4 | 101 | 99 | 0 | -1 | 100 | -9 | -4
CCOc1ccc(NC(N)=O)cc1OCC | -60 | 20 | 0 | 2 | 95 | 94 | -1 | 0 | 99 | 7 | 0
COc1ccc(S(=O)(=O)N2CCSC2c2ccc(OC)c(OC)c2)cc1 (stereo not drawn) | -14 | 44 | -15 | -9 | 98 | 102 | -3 | 1 | 104 | -11 | -8
CCOc1ccccc1NC(=O)C12CC3CC(C1)CC(c1ccc(C)cc1)(C3)C2 | -29 | 22 | 1 | 1 | 97 | 102 | 0 | -1 | 101 | 1 | 0
O=C(NC1CC2CCCC(C1)N2Cc1cccs1)N1CCOCC1 (stereo not drawn) | -56 | 5 | 1 | 1 | 99 | 98 | 2 | 2 | 100 | 4 | -2

The closing 2 compounds of the section before come first, to join the parts:
SMILES | Mcl1-Bid inh | GSH bead fluor | Bim-Bfl-1 | Bim-Bcl-B | RGS7-Gao | RGS4-Gao reg | Mcl-1 Bim block | Bcl-W Bim block | RGS8-Gao reg | Bim-Bcl-2 | Bcl-XL Bim block
CCOc1ccccc1NC(=O)C12CC3CC(C1)CC(c1ccc(C)cc1)(C3)C2 | -29 | 22 | 1 | 1 | 97 | 102 | 0 | -1 | 101 | 1 | 0
O=C(NC1CC2CCCC(C1)N2Cc1cccs1)N1CCOCC1 (stereo not drawn) | -56 | 5 | 1 | 1 | 99 | 98 | 2 | 2 | 100 | 4 | -2
CCc1cc(=O)oc2cc(C)c(CN3CCCC3)c(O)c12 | -16 | 54 | -7 | -4 | 95 | 88 | 2 | 0 | 98 | -8 | 0
N#C/C(=C/c1cn(CC(=O)O)c2ccccc12)C(=O)Nc1ccccc1 | -4 | 11 | -4 | 0 | 94 | 93 | -1 | -2 | 96 | -2 | -2
Cc1cc2c3c(c1)C1(C(=O)N3C(C)(C)CC2C)C(C#N)=C(N)Oc2cc(O)ccc21 (stereo not drawn) | -24 | 20 | -11 | -5 | 99 | 100 | 0 | 0 | 101 | -11 | 4
O=C(NCCC1=CCCCC1)c1ccc(Cl)c(S(=O)(=O)N2CCOCC2)c1 | -14 | 25 | -9 | -6 | 100 | 100 | 1 | 2 | 100 | -8 | -10
O=C(O)c1ccccc1SCc1nc2ccccn2c1Br | -22 | 16 | -3 | 2 | ? | 102 | 2 | 5 | 102 | 0 | 0
Cc1cc(C)cc(NC(=O)C2CCN(c3nccs3)CC2)c1 | -24 | 12 | 0 | -4 | 99 | 97 | 0 | 0 | 106 | 0 | 0
O=P(O)(O)c1ccccc1OCCOCCOc1ccccc1P(=O)(O)O | 24 | 24 | -10 | -5 | 103 | 99 | 0 | 0 | 100 | -6 | -4
Fc1ccccc1C1c2[nH]c3ccccc3c2CCN1Cc1ccoc1 (stereo not drawn) | -23 | 8 | -7 | -5 | 100 | 100 | -4 | -1 | 104 | -4 | -3
CN(C)C(C)(C)C#CC(O)(c1ccccc1)c1ccccc1 | -5 | 10 | -7 | -3 | 103 | 103 | -1 | -3 | 102 | -6 | -3
CC1=CC(C)(C)N(C(=O)CSc2ncn[nH]2)c2ccc(C)cc21 | -9 | 31 | -11 | -7 | 100 | 101 | -1 | 1 | 102 | -10 | -14
C=CCc1ccc(O)c(-c2cc(CC=C)ccc2O)c1 | -9 | 20 | -9 | -3 | 98 | 95 | -3 | -7 | 102 | -5 | -3
O=C1NCCN1c1ccc(CN2CCN(C3CCCCC3)C(CCO)C2)cc1 (stereo not drawn) | -23 | 12 | -3 | -3 | 107 | 108 | 0 | -3 | 104 | -5 | -5
O=C(NC1CCCc2ccccc21)C1CCN(S(=O)(=O)N2CCCCCC2)CC1 (stereo not drawn) | -15 | 17 | -1 | -2 | 106 | 101 | 0 | -6 | 101 | 0 | -2
CCOC(=O)c1ccc(CNCc2ccc(Br)cc2)cc1 | -6 | 13 | -14 | -10 | 101 | 104 | -4 | -3 | 104 | -9 | -5
Cc1nc([N+](=O)[O-])c(Br)n1CC(=O)c1ccccc1 | -20 | 29 | -21 | -8 | 96 | 100 | -6 | -4 | 99 | -15 | -10
Cc1ccc(CNC(=O)c2ccc(C#CC(C)(C)O)s2)cc1 | -26 | 34 | -18 | -8 | 101 | 100 | -2 | -1 | 99 | -11 | -5
CC1CN(C(=O)c2ccccc2Nc2ccc(SC(F)F)cc2)CC(C)O1 (stereo not drawn) | -25 | 10 | -7 | -5 | 105 | 100 | 0 | 0 | 100 | -5 | -2
CCN1CCN(C(=O)CN(c2ccc(C)cc2)S(C)(=O)=O)CC1 | -13 | 11 | -3 | 0 | 100 | 100 | 0 | 0 | 100 | 0 | 0
CN(c1ccccc1)S(=O)(=O)c1ccc(NC(=S)NC(=O)c2ccccc2)cc1 | 6 | 53 | -9 | -10 | 99 | 106 | 0 | 0 | 100 | -9 | 2
CSc1nc2ccccc2cc1/C=C(\C#N)c1cccc(C)c1 | 11 | 23 | -9 | -4 | 103 | 95 | 0 | -1 | 103 | 1 | 0
Cc1ccc(OCCn2cc(C#N)c3ccccc32)cc1 | 10 | 23 | 3 | 0 | 99 | 100 | 2 | 3 | 100 | 9 | 6
CS(=O)(=O)Nc1cccc2[nH]ncc12 | -60 | 12 | -3 | -2 | 102 | 100 | 0 | 0 | 101 | -3 | -4
CCOc1ccc(N=C2SC(C(=O)Nc3ccccc3C#N)C(N)=C2C(=O)Nc2ccc(Cl)cc2)cc1 (stereo not drawn) | -40 | 16 | -3 | -4 | 98 | 101 | 0 | -1 | 101 | -2 | -4
COc1ccc(C(=O)Nc2nnc(-c3ccco3)s2)cc1 | 10 | 14 | 0 | -2 | 102 | 107 | 0 | 1 | 104 | -4 | 0
COc1ccc2c(c1)OC13CCCCC1C2C(C(=O)c1ccccc1)C(=O)N3 (stereo not drawn) | -18 | 28 | -4 | -5 | 100 | 101 | 1 | -3 | 102 | -3 | -5
Continued.
SMILES | Mcl1-Bid inh | GSH bead fluor | Bim-Bfl-1 | Bim-Bcl-B | RGS7-Gao | RGS4-Gao reg | Mcl-1 Bim block | Bcl-W Bim block | RGS8-Gao reg | Bim-Bcl-2 | Bcl-XL Bim block
COc1ccccc1OCc1ccc(C(=O)N2CCOCC2)o1 | -16 | 7 | -1 | 0 | 105 | 112 | -3 | 1 | 119 | -1 | -6
CCOc1c(Cl)cc(CNCC(C)C)cc1Cl | 7 | 19 | 1 | -4 | 100 | 90 | -1 | 0 | 76 | 0 | 0
COc1ncnc2c1cnn2-c1ccccc1 | 2 | 12 | -3 | -3 | 105 | 105 | -2 | -3 | 105 | -1 | -3
COc1cc(NC(=O)[C@@H](NC(=O)c2ccco2)C(C)C)c(OC)cc1NC(=O)c1ccccc1 | -24 | 10 | -5 | -5 | 99 | 98 | -4 | -3 | 97 | -4 | -3
CSc1ccc(/C=C/C(=O)c2ccc(NC(C)=O)cc2)cc1 | 16 | 25 | -10 | -6 | 99 | 99 | 1 | 0 | 99 | -7 | -12
COc1cccc(CNc2ccc([N+](=O)[O-])c(NCC(=O)O)n2)c1 | -33 | 13 | -3 | -1 | 97 | 99 | 1 | 2 | 100 | -3 | -1
Cc1ccc(C)c(-n2c(=O)c(C#N)cc3c(=O)n4ccccc4nc32)c1 | -19 | 25 | -1 | -2 | 101 | 100 | 0 | -2 | 99 | 0 | 0
COc1ccc(S(=O)(=O)N2CCOCC2)cc1NC(=O)CO/N=C/c1ccccc1OC(F)F | -13 | 11 | -1 | 0 | 102 | 106 | -2 | 0 | 103 | -6 | 0
Cc1cc(C)n2c(SCC(=O)Nc3ccc(F)cc3F)nnc2n1 | -13 | 68 | 0 | -7 | 110 | 111 | -3 | -2 | 101 | -3 | -7
